Pf Dd2 growth: inhibitors of Plasmodium falciparum Dd2 growth; P. falciparum Dd2 growth, SYBR Green, 72 h; 120,000 tested, 4.3% active; Potency, µM (top dose mostly 28.9 µM), for inactives: at the top dose activity, negative = inhibition, usual class: inhibitors; AID 1347417; active = well fitted inhibition curve with a large enough effect; inconclusive = small, poorly fitted or top-dose-only effect; inactive = no such curve, though single readings can be large or run the other way;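 note: plate controls were DMSO vehicle for no effect and reference drug for full effect; nearly all actives have a fitted effect of over 65% in size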
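Infected erythrocytes (Dd2, 0.3% parasitemia, 2.5% hematocrit final) are added to compound in RPMI-1640/Albumax II medium, grown 72 h at 37C in low oxygen, then lysed with saponin/Triton-X containing SYBR Green and read by fluorescence.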
The depositor's hits bear a star; i = inactive; ? = inconclusive; [ ] = dose if it differs, or a comment. Potency is the fitted concentration of half-maximal effect. This is a subset, so the mix of outcomes need not match the whole.

SMILES | Pf Dd2 growth
COc1ccc(-c2cc(C(F)(F)F)n3nc(C(=O)Nc4cccc(C(F)(F)F)c4)c(Br)c3n2)cc1 | 10%
Cc1ccc2nc(CO[C@H]3CN(C(=O)C4CC4)C[C@H]3F)[nH]c2c1 | -7%[44.1 µM]
O=c1c2ccccc2nc(/C=C/c2cccc3ccccc23)n1-c1ccc(Cl)cc1 | i
CN(Cc1ccccc1)Cc1cn([C@H]2CO[C@H]3[C@@H]2OC[C@@H]3NCC2CCCCC2)nn1 | -30%[44.1 µM]
COc1cc(-c2nc3nc(C)cc(C)n3c2Nc2ccc(Cl)cc2)ccc1O | ?
FC(F)(F)c1cccc(-c2nccn3c(C4CN(Cc5ccc6cn[nH]c6c5)C4)ncc23)c1 | ?
CN(Cc1cncs1)C1CCc2ccccc21 (stereo not given) | ?
CC(C)n1ccnc1C1CCCN(Cc2cscn2)C1 (stereo not given) | 12%
O=C(CCn1c(=O)c2sccc2n(Cc2ccc(F)cc2)c1=O)NCc1ccc2c(c1)OCO2 | 6%
COc1cccc(N2C(=O)NC(=NC3CCCCC3)C23CCN([S+](C)(=O)[O-])C3)c1 (stereo not given) | 9%
COc1ccc(C(=O)N2CCC(N3C(=O)C(OC)C34CCOCC4)CC2)cn1 (stereo not given) | 7%
CCOC(=O)c1c(SCC(=O)Nc2cc(Cl)cc(Cl)c2)nc(=O)[nH]c1C | -2%
Cc1cccc2nc(C(=O)N(C)C3CCCN(CCc4ccccc4)C3)cn12 (stereo not given) | i
Cc1cc(N2CCN(Cc3cc4n(n3)CCNC4)CC2)n2ncnc2n1 | 9%
COc1cc2c(cc1OC)n(CC(=O)Nc1ccccc1)c(=O)n1nc(-c3ccccc3)nc21 | 5%
CCCS(=O)(=O)N1CCCC(C(=O)NCCOC)C1 (stereo not given) | 15%
O=C(Cn1cnc2nc3c(cc2c1=O)CCCC3)N1CCN(c2cccc(C(F)(F)F)c2)CC1 | 97%[activator]
O=c1n(-c2ccc(C(F)(F)F)cc2)nc2n1CCN(Cc1ccsc1)C2 | -21%
Cc1cccc(NC(=O)CSC2=Nc3ccccc3C3=NC(CC(=O)NCc4cccs4)C(=O)N23)c1 (stereo not given) | 3.2µM*
Cc1nn(C)c(C)c1C(=O)NCCn1c(C)cnc1C1CCC1 | -1%
CCC(=O)N1CCc2cc(S(=O)(=O)NC(Cc3ccccc3)C(=O)Nc3ccc(Cl)cc3)ccc21 (stereo not given) | -11%
CC(=O)N1CCC([C@@H]2CN(Cc3ccc(F)cc3Cl)C[C@H]2CO)CC1 | ?
CCOc1ccc(CNC(=O)C2CCCN(S(=O)(=O)c3ccc4c(ccn4C)c3)C2)cc1 (stereo not given) | -29%
Cc1ccc(-c2cc(C(=O)OCC(=O)c3ccccc3)c3cccc(Cl)c3n2)cc1 | ?
CC(C)Oc1cccc(-c2nnc(CCC(=O)N3CCC(Cc4ccccc4)CC3)c(=O)[nH]2)c1 | i

Laid out differently: results already given.
FC(F)(F)c1cccc(-c2nccn3c(C4CN(Cc5ccc6cn[nH]c6c5)C4)ncc23)c1
  Pf Dd2 growth = ?

CN(Cc1cncs1)C1CCc2ccccc21 (stereo not given)
  Pf Dd2 growth = ?

CC(C)n1ccnc1C1CCCN(Cc2cscn2)C1 (stereo not given)
  Pf Dd2 growth = 12%

The main list resumes with the four entries that preceded the break.
SMILES | Pf Dd2 growth
CC(=O)N1CCC([C@@H]2CN(Cc3ccc(F)cc3Cl)C[C@H]2CO)CC1 | ?
CCOc1ccc(CNC(=O)C2CCCN(S(=O)(=O)c3ccc4c(ccn4C)c3)C2)cc1 (stereo not given) | -29%
Cc1ccc(-c2cc(C(=O)OCC(=O)c3ccccc3)c3cccc(Cl)c3n2)cc1 | ?
CC(C)Oc1cccc(-c2nnc(CCC(=O)N3CCC(Cc4ccccc4)CC3)c(=O)[nH]2)c1 | i
NC(=O)c1ccc(OC2CCN(C(=O)c3ccccc3Cl)CC2)nc1 | i
COc1ccccc1C(=O)N1CCC(c2n[nH]c(=O)n2Cc2ccc(F)cc2)CC1 | -8%
CCOc1ccc(NC(=O)c2c(NC(=O)c3cccc(C)c3)sc3c2CCC3)cc1 | 13%
COc1ccc(C(=O)N2C[C@@H]3C[C@H](C2)c2c(-c4cccs4)ccc(=O)n2C3)cc1 | -9%[44.1 µM]
CC(C)(C)CC(=O)Nc1nc2c(s1)C[C@@H]1[C@](C)(CO)[C@H](O)CC[C@@]1(C)[C@@H]2CC(=O)NCCN1CCOCC1 | 9%
COc1cccc(C(=O)NC2CCCN(c3cc(-c4ccc(F)cc4)[nH]n3)C2)c1 (stereo not given) | ?
COc1ccccc1C(=O)N1CCC(C(=O)O)(c2ccccc2)CC1 | 4%
COc1cccc(-c2cnc3[nH]cc(CC(=O)N4CCN(C)CC4)c3c2)c1 | i
Cc1cccc(-n2nc(C)c(CCC(=O)NC3CC3)c2Oc2ccc(F)cc2F)c1 | i
COC(=O)c1ccc(NC(=O)N2CCc3c([nH]c4ccccc34)C2c2ccc(C)cc2)cc1 (stereo not given) | ?
Cn1cncc1-c1nnc([C@H]2CCN(C(=O)c3ccncc3)C2)o1 | -4%[44.1 µM]
CCCOc1ccc(CNC(=O)CC2CCOCC2)cc1 | 22%
Cc1cnc(CC2CCNCC2)n1Cc1ccc(F)cc1 | ?
Cc1ccc2cc(CN(C(=O)c3cccc(Cl)c3)c3ccccc3)c(=O)[nH]c2c1 | 17%
CCc1nc(-c2c3n(c(=O)n(CC(=O)NCc4cccs4)c2=O)CCCC3)no1 | 16%
CC(=O)N1CCc2cc(Br)cc(S(=O)(=O)N3CCC(C(=O)N(C)c4cc(C)ccc4C)CC3)c21 | -9%
Cc1ccc(N2Cc3c(NCCCc4ccccc4)ncnc3N(C)CC2=O)cc1 | -4%
O=C(c1cccc(Cn2cccn2)c1)N1CCOC(c2ccc(Cl)cc2)C1 (stereo not given) | 3%
C=CCN1CCN(C(=O)C2N(c3ccc(OC)cc3)C(=O)C23CCCCC3)CC1 (stereo not given) | ?
C=CCN1CC2(CCC1=O)CCN(C(=O)CC(C)n1ccnc1C)CC2 (stereo not given) | 3%
Cc1cc2c(c(=O)n(-c3ccc(F)cc3)c(=O)n2CC(=O)Nc2ccccc2Cl)n1C | i
COC1CN(C2CCN(C(=O)C3CCCC3)CC2)C12CCOCC2 (stereo not given) | -8%
CC1(C(=O)NCCCN2CCCc3ccccc32)CCCCC(=O)N1 (stereo not given) | i
O=C1CCCCC(Cc2ccccc2)(C(=O)NC2CCS(=O)(=O)C2)N1 (stereo not given) | 46%[activator]
CNC(=O)c1cc(-c2ccccc2)cc2c1OCCN2Cc1cccnc1 | ?

(next part)
SMILES | Pf Dd2 growth
Cc1cccc(-n2c(SCC(=O)Nc3ccccc3C)nc3c(oc4ccccc43)c2=O)c1 | i
O=C1NC(=NC2CCCC2)C2(CCN(Cc3ccccc3)CC2)N1c1cc(F)cc(F)c1 | ?
Cc1ccc(Cc2c(C)nc3c(C(=O)N4CCC(Cc5nncn5CC5CC5)CC4)cnn3c2C)cc1 | ?
Cc1ccc(N2CCC(NS(=O)(=O)C3CC3)C2=O)cc1C (stereo not given) | 4%
Cc1cn2nc(C(=O)Nc3ccc(C(=O)N4CCCC4)cc3)cc2c(=O)[nH]1 | -18%
Cc1cc(=O)n2nc(N3CCC(C(=O)NCc4ccccc4Cl)CC3)sc2n1 | -1%
COc1ccc(C2Cn3nnc(C(=O)N4CCN(C(=O)c5ccc(F)cc5Cl)CC4)c3CO2)cc1 (stereo not given) | ?
CCOc1ccccc1C(=O)N1CCc2[nH]nc(-c3ccc(F)c(F)c3)c2C1 | ?
CCCC12CN3CC(C)(CN(C1)C3c1ccccn1)C2=O (stereo not given) | 36%[activator]
Cc1ccc(S(=O)(=O)NC[C@H]2C[C@@H]3CCN2C[C@@H]3CN2CCc3ccccc32)cc1 | ?
CCCOCCCNC(=O)c1c(C)noc1-c1ccc(C(C)(C)C)cc1 | -10%
CCOC(=O)C1CCN(c2c(C(=O)c3ccc(OCC)cc3)cnc3ccc(OC)cc23)CC1 | 10µM*
Cc1ccc(-n2c(=O)c3cccnc3n2CC(=O)NCc2ccc(F)cc2)cc1C | -20%
O=C1NCN(Cc2ccc(Cl)cc2)C12CCN(Cc1ccccc1C(F)(F)F)CC2 | i
CCc1ccc(C(=O)c2cn(CC(=O)Nc3ccc(F)cc3)c3cc4c(cc3c2=O)OCO4)cc1 | -25%
CCCc1cc(=O)n2[nH]c(-c3ccc(C)cc3)nc2n1 | 6%
CCc1ccc(NC(=O)c2ccc3c(c2)N(C)C2CCCCN2C3=O)cc1 (stereo not given) | ?
CCOCCCN1C(=O)c2ccccc2CC1(C)C(=O)NC1CCCCC1 (stereo not given) | 18%
Cn1c(CN2CCCCC2)nc2cc(NC(=O)c3cccc(Br)c3)ccc21 | -9%
COc1ccccc1CCC(=O)N[C@@H]1CN(c2ncccn2)C[C@H]1CO | 16%
Cc1ccc(C(=O)N2CCCC2c2nncn2Cc2ccncc2)c(=O)[nH]1 (stereo not given) | -5%
COc1cc(C2c3c(oc4ccc(F)cc4c3=O)C(=O)N2c2nc(C)c(C)s2)cc(OC)c1OC (stereo not given) | 17%
O=C(CSc1n[nH]c(-c2ccc(F)cc2)n1)NCc1ccccc1Cl | 21%
Cc1ccc(NC(=O)Cn2c(=O)n(CCc3ccccc3)c(=O)c3sc4ccccc4c32)cc1C | i
CC1=C[C@@H](CNC(=O)C2CCC2)[C@H](C(C)C)C[C@H]1Cc1nc2ccc(F)cc2[nH]1 | 11µM*

Additional entries.
SMILES | Pf Dd2 growth
CN(C1CCCCC1)S(=O)(=O)c1ccc2c(c1)c(=O)c(C(=O)NCc1ccc(Cl)cc1)cn2C | ?
COCCCn1c(C)cnc1C1CCN(Cc2ccc(F)cc2F)C1 (stereo not given) | ?
COc1ccc(C(=O)N2CCC3(C2)NC(=O)c2ccccc2O3)cc1 (stereo not given) | i
Cc1coc2c1c(C)cc1oc(=O)c(CC(=O)NCCc3ccc(Cl)cc3)c(C)c12 | 6%
CCC(C(=O)N1CCC2(CCC(=O)N(Cc3ccccn3)C2)CC1)n1cccn1 (stereo not given) | 8%
COCCN1C(=O)CC[C@]2(C(=O)NCc3ccccc3OC)CCCC[C@@H]12 | ?
Cc1ccc(N2CC(C(=O)NCCS(=O)(=O)N3CCN(c4ccccc4)CC3)CC2=O)cc1 (stereo not given) | 28%
Cc1ccc(S(N)(=O)=O)cc1NC(=O)c1c(-c2c(Cl)cccc2Cl)noc1C | 2%
COc1ccc(C(=O)N2CCC3(C2)C(=NC2CCCC2)NC(=O)N3c2cccnc2)cc1 (stereo not given) | 8%
COc1ccccc1Cn1cnc2cccnc21 | -13%[44.1 µM]
Cn1cc(C(=O)O)c(=O)c2cc(S(=O)(=O)N3CCOCC3)ccc21 | i
CN(C)c1ccc(CNC(=O)CCn2c(=O)c3cccn3c3ccc(F)cc32)cc1 | 7%
COc1ccc(-c2nc3sc(CCNC(=O)C(C)(C)C)c(C)n3n2)cc1 | ?
COc1ccc(C)cc1NC(=O)N1CCN(c2cc(-c3noc(C)n3)ccc2C)CC1 | i
COCC1CN(C2CCC2)CC12CCN(Cc1scnc1C)CC2 (stereo not given) | ?
Cc1ccccc1NC(=O)CSc1nc2ccc(NC(=O)CCc3ccccc3)cc2s1 | ?
Cc1ccccc1CNS(=O)(=O)c1csc(C(N)=O)c1 | 7%
Cc1cc(C[C@@H]2COC[C@@H]2NC(=O)CCc2ccc(=O)[nH]n2)on1 | ?
Cc1cc2n(n1)C(c1cc(C(C)(C)C)c(O)cc1O)Nc1ccccc1-2 (stereo not given) | 88%[activator]
CNS(=O)(=O)c1ccc(CCC(=O)N2Cc3nnc(C)n3C(C)C2)cc1 (stereo not given) | -16%
Cc1cc(C)c(CNC(=O)c2nc(-c3ccc(CN(C)C)cc3)cc3c2ccn3C(C)C)c(=O)[nH]1 | ?
O=C(c1ccc2nccn2c1)N1CCC(c2ccccc2F)C1 (stereo not given) | 17%
O=C(c1ccc(F)cc1)N1C[C@@H](CO)[C@H](c2nc(C3CC3)no2)C1 | 13%
COc1nccnc1NC1CCN(S(=O)(=O)c2ccccc2)CC1 | i[5.79 µM]
COc1ccc(-c2ccc(NS(=O)(=O)c3ccc(F)c(C(F)(F)F)c3)cc2)nn1 | 0%

Arranged by SMILES length (ascending): part of the list above
SMILES | Pf Dd2 growth
COCC1CN(C2CCC2)CC12CCN(Cc1scnc1C)CC2 (stereo not given) | ?
Cc1cc2n(n1)C(c1cc(C(C)(C)C)c(O)cc1O)Nc1ccccc1-2 (stereo not given) | 88%[activator]
COCCN1C(=O)CC[C@]2(C(=O)NCc3ccccc3OC)CCCC[C@@H]12 | ?
Cc1cc(C[C@@H]2COC[C@@H]2NC(=O)CCc2ccc(=O)[nH]n2)on1 | ?
O=C(c1ccc(F)cc1)N1C[C@@H](CO)[C@H](c2nc(C3CC3)no2)C1 | 13%
Cc1coc2c1c(C)cc1oc(=O)c(CC(=O)NCCc3ccc(Cl)cc3)c(C)c12 | 6%
COc1ccc(-c2ccc(NS(=O)(=O)c3ccc(F)c(C(F)(F)F)c3)cc2)nn1 | 0%

Remaining list, next part:
SMILES | Pf Dd2 growth
COc1ccc(CNC(=O)Cc2c(C)c3c(cc(C)c4c(C)c(C)oc43)oc2=O)cc1 | 15%
O=C(Nc1cccs1)Nc1cc(C(F)(F)F)ccc1Cl | 0%
CCN(CC)C(=O)Cn1c(=O)cc(C)c2c(C)nn(C)c21 | i
O=C(CN1C(=O)COc2ccc(S(=O)(=O)N3CCOCC3)cc21)Nc1ccc(F)c(Cl)c1 | i
O=C1CCC(C(=O)N[C@@H]2COCC[C@@H]2OCc2cscn2)=NN1 | -3%
COc1cccc(NC(=O)c2ccc(-c3nc(COc4ccccc4)c(C)o3)cc2)c1 | ?
COc1cc(OC)c(NC(=O)Cn2nc(C)n3cccc3c2=O)cc1Cl | 15%
COc1cc(OC)cc(C(=O)Nc2nc(-c3nnn(-c4ccc(C)cc4)c3C)ns2)c1 | -8%
Cc1cc(C)c(CNC(=O)c2nc(-c3cccc(C(F)(F)F)c3)cc3[nH]ccc23)c(=O)[nH]1 | ?
